Screening data as filed in PubChem BioAssay.
hIAP act: increases human intestinal alkaline phosphatase activity; purified human IAP, CDP-Star luminescence, 30 min; stronger effect = higher value; 1 = vehicle-only enzyme, 0 = enzyme-free background; activation factor at 10 µM; hit rate 0.16% among 330,000;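 active = activation factor of the enzyme at least 2-fold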; note: the source names both 10 and 20 µM as test concentration; values of inactives mirror those of a sister screen read the other way
mIAP activ: increases mouse intestinal alkaline phosphatase activity | hit rate 0.24% among 330,000 | AID 2805 | muIAP, CDP-Star luminescence, 30 min; stronger effect = higher value; 1 = vehicle-only enzyme signal, 0 = enzyme-free wells | activation factor at 10 µM;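 active = activation factor of at least 2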; note: the source names both 10 and 20 µM as test concentration; values of inactives mirror those of a sister screen read the other way
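Assay system: mouse IAP enzyme / Compound: DMSO-dissolved test compounds / Timing: 30 min, room temperature / Measured by: luminescence from enzymatic CDP-Star hydrolysis / Control set: DMSO-only wells, enzyme-free buffer wells as negative control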
HKDC1 inh: HKDC1 (human) hexokinase inhibition; hit rate 0.16% among 340,000; recombinant HKDC1, G6PDH/diaphorase resazurin coupled fluorescence; inhibition, % at 20 µM; Q2TB90;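 active = inhibition above about 35% when tested at 20 µM, limit read from the data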;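 note: plate controls were DMSO wells with enzyme for no effect and DMSO wells lacking enzyme for full effect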
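Incubation: 90 min at room temperature in dark / Material: recombinant HKDC1 (HK5) hexokinase enzyme, produced in-house / Quantity: enzyme 5 µg/mL final / Compound: one dose of 20 µM, 1% DMSO / Reagent: glucose and ATP substrates / Buffer or medium: Tris pH 8.0 buffer with MgCl2, Tween-20, BSA, BME / Technique: resorufin fluorescence at 613 nm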
ATG4B inhibitor: ATG4B (human) cysteine protease inhibition | ATG4B cleavage of LC3-PLA2, NBD-HPC fluorescence, 1 h | Q9Y4P1 | inhibition, % at 8.33 µM | hit rate 0.51% among 340,000 | AID 504462; in the data active = inhibition above about 40%
Target sequence (Q9Y4P1 whole entry, looked up): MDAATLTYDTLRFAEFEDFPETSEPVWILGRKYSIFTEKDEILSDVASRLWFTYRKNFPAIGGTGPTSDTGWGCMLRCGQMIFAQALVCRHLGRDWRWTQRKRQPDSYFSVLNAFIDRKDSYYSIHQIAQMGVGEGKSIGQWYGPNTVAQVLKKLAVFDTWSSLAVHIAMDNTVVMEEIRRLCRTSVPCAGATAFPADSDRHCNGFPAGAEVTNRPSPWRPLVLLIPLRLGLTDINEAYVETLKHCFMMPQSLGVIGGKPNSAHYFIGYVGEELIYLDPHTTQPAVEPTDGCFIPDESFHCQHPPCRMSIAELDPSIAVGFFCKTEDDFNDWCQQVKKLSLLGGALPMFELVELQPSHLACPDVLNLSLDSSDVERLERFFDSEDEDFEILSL
PfG6PD inh: PfG6PD (Plasmodium falciparum) enzyme inhibition | hit rate 0.78% among 350,000 | AID 504690 | PfGluPho enzyme, NADPH resazurin-diaphorase fluorescence | inhibition, % at 20 µM;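 active = inhibition reaching at least a set limit at 20 µM in the primary screen, cut at about 59% in these data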;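 note: 0% = DMSO wells with substrate and 100% = DMSO wells lacking glucose-6-phosphate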
hIAP inh: human IAP inhibition; P09923; purified IAP, CDP-Star luminescence, 30 min; inhibition, % at 10 µM; hit rate 0.12% among 330,000;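 active = inhibition reaching a set limit with compound at 10 µM in the primary screen, cut at about 35% in these data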;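 note: plate controls were DMSO wells with enzyme for no effect and no-enzyme buffer wells for full effect; values of inactives mirror those of a sister screen read the other way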
mIAP block: mouse IAP inhibition; purified mouse IAP, CDP-Star luminescence, 30 min; inhibition, % at 10 µM; hit rate 0.2% among 330,000; AID 2806;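 active = inhibition of at least 40% at 10 µM in the primary screen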;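 note: plate controls were DMSO with enzyme for no effect and no enzyme wells for full effect; values of inactives mirror those of a sister screen read the other way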
APOBEC3A inh: blocks human APOBEC3A ssDNA deamination | inhibition, % at 20 µM | hit rate 0.41% among 330,000 | recombinant A3A, FAM/TAMRA ssDNA deamination fluorescence | P31941;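 active = at least 40% inhibition at 20 µM here, with at most 30% in a related deaminase screen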;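 note: plate controls were A3A with DMSO for no effect and wells lacking A3A enzyme for full effect; some results filed as inactive read as strong as hits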
Target sequence (P31941 whole entry, looked up): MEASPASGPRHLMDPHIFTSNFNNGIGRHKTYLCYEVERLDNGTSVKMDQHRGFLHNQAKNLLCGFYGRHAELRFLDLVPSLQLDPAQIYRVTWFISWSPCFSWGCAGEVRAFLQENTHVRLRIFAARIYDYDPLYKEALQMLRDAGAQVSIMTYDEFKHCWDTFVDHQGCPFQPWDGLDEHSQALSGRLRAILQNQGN
* = called active by the depositor; . = no result given.

SMILES	mIAP activ	PfG6PD inh	ATG4B inhibitor	HKDC1 inh	APOBEC3A inh	hIAP inh	mIAP block	hIAP act
COc1ccc(C(C(C(=O)c2cccs2)N2CCOCC2)N2CCOCC2)cc1OC (stereo not given)	0.99	5	-12	5	0	11	1	0.89
O=C(OCc1ccc(Br)cc1F)c1cc2ccccc2oc1=O	1	2	0	0	-2	5	-2	0.95
CC1CN(CCOc2ccccc2C(C)C)CC(C)O1 (stereo not given)	1.1	0	3	0	1	-12	-7	1.1
CCN=C1SC(CC(=O)NC(C)c2ccccc2)C(=O)N1CC (stereo not given)	0.91	-3	6	-7	-2	-6	9	1.1
COc1ccc(C(=O)NCCS(=O)(=O)NCc2ccco2)cc1	1	-1	4	0	3	26	-2	0.74
Cc1[nH]c2ccccc2c1CN1CCc2ccccc2C1	0.99	10	3	5	-3	-25	1	1.2
O=C(O)Cc1ccc(NC(=O)c2cccs2)cc1	1	-3	3	1	0	4	-4	0.96
COc1ccc(-c2csc(NC(C)c3nc4cc(Cl)c(N5CCCCC5)cc4n3CCOCCO)n2)cc1 (stereo not given)	1.1	5	-2	0	6	-19	-6	1.2
CCCC1CCc2[nH]nc(C(=O)NN)c2C1 (stereo not given)	1.1	13	-8	2	-3	-58	-11	1.6
CCOc1ccc(-c2cc(CCCC(=O)Nc3cc(OC)ccc3OC)no2)cc1	0.98	-10	-6	-8	5	-22	2	1.2
CCOC(=O)c1c[nH]n(-c2ccc(C)cc2)c1=O	0.91	43	-4	0	5	11	9	0.89
O=C1CC(c2ccccc2)CC(O)=C1C=NCc1ccco1 (stereo not given)	1	-20	-2	-4	-6	16	-1	0.84
c1ccc2c(c1)Sc1ccccc1-n1cnnc1-2	0.98	20	2	-2	8	-1	2	1
CN1CCN(S(=O)(=O)c2cnccc2N2CCN(c3cccc(Cl)c3)CC2)CC1	0.99	-6	-8	-9	-2	2	1	0.98
Cc1nnc(NC(=O)CS(=O)(=O)Cc2ccccc2)s1	0.99	-20	-7	-5	3	-15	0	1.1

Single records (already shown). Order of screens: mIAP activ | PfG6PD inh | ATG4B inhibitor | HKDC1 inh | APOBEC3A inh | hIAP inh | mIAP block | hIAP act
`CCOC(=O)c1c[nH]n(-c2ccc(C)cc2)c1=O` is entered as 0.91 | 43 | -4 | 0 | 5 | 11 | 9 | 0.89
`O=C1CC(c2ccccc2)CC(O)=C1C=NCc1ccco1` (stereo not given) is entered as 1 | -20 | -2 | -4 | -6 | 16 | -1 | 0.84

New compounds follow.
SMILES	mIAP activ	PfG6PD inh	ATG4B inhibitor	HKDC1 inh	APOBEC3A inh	hIAP inh	mIAP block	hIAP act
O=C(NCCc1c[nH]c2ccccc12)c1cncc(Br)c1	0.89	8	-6	-5	-1	1	11	0.99
CCn1ncc(/C=N\NC(=O)c2csc3ccccc23)c1C	1.1	4	-9	-6	4	3	-6	0.97
N#Cc1ccccc1NC(=S)NC(=O)c1cccnc1	1	10	-7	4	-10	-14	-2	1.1
COc1cc2c(cc1OC)CN(CC(=O)Nc1cccc(C(F)(F)F)c1)CC2	1.1	3	2	-1	0	11	-7	0.89
N#CCCn1cc(C(=O)Nc2cccc(C(=O)O)c2)c(-c2ccc(Cl)cc2)n1	0.97	-9	-1	1	-6	2	2	0.98
O=C(NCC1CCCO1)c1cccc(S(=O)(=O)Nc2cccc(C(F)(F)F)c2)c1 (stereo not given)	0.99	-21	7	6	-3	-10	1	1.1
CC1CCN(CCCNS(=O)(=O)c2ccc3c(c2)CCN3C(=O)C2CC2)CC1	0.91	-9	-9	-1	1	-12	9	1.1
O=C(CCCCCNC(=O)N1CCn2c1nc1ccccc12)NCc1ccccc1Cl	1	3	21	-6	-3	13	-4	0.87
O=C(COC(=O)c1c(Cl)ccc(Cl)c1Cl)NC1CCS(=O)(=O)C1 (stereo not given)	1.1	-13	6	-4	0	-2	-11	1
O=C(NCc1ccc2c(c1)OCO2)c1ccc2c(=O)n(C3CCCC3)c(=O)[nH]c2c1	0.94	-13	-5	0	-3	5	6	0.95
CCNc1nc(OCCNS(=O)(=O)c2cc(C)ccc2C)nc(N(C)C)n1	0.98	4	2	5	-1	-23	2	1.2
CCOC(=O)c1ccc(-c2ccc(/C=C(\C#N)C(=O)NCC3CCCO3)o2)cc1 (stereo not given)	0.98	-5	-5	4	4	1	2	0.99
O=C(NCc1ccco1)c1ccc2c(c1)S(=O)(=O)c1ccccc1C2=O	0.97	7	-2	5	-2	11	3	0.89
CCC(=NC1CC(C)(C)NC(C)(C)C1)C1=C(O)CC(C)(C)CC1=O	0.99	-5	8	-3	0	-10	1	1.1
O=C(NC(=S)NCCCN1CCOCC1)c1ccc([N+](=O)[O-])cc1	0.96	3	-5	-15	0	13	4	0.87
Clc1nccc(NCc2ccccc2)n1	1.1	-3	-1	-7	-3	-8	-8	1.1
COc1ccccc1C1=NOC(COC(=O)c2ccc([N+](=O)[O-])cc2)C1 (stereo not given)	0.9	-25	6	0	3	24	10	0.76
COc1ccc(C(=O)COC(=O)c2ccc(NC(C)=O)cc2)cc1[N+](=O)[O-]	1.1	15	-14	-3	-4	-15	-11	1.1
O=C(CCC1N=C2c3ccccc3N=C(SCc3ccc(Cl)cc3)N2C1=O)NCc1ccco1 (stereo not given)	0.92	5	6	3	-2	-12	8	1.1
COc1ccc([N+](=O)[O-])cc1N1C(=O)c2cccc3cccc(c23)C1=O	0.92	3	-3	-7	3	12	8	0.88
CN(C)c1ccc(/C=N/N2C(=S)SC(C)(C)C2N(O)C(=O)Nc2ccc([N+](=O)[O-])cc2)cc1 (stereo not given)	0.93	38	-20	3	1	6	7	0.94
COc1ccc(N2CCN(C(=O)CSc3nnnn3-c3ccc4c(c3)OCCO4)CC2)cc1	0.93	8	-13	-8	-2	-3	7	1
CCC(=O)c1ccc(OCC(=O)NCCC2=CCCCC2)c(OC)c1	1.1	-6	-11	3	-2	-48	-6	1.5
C=CCN=C(NC#N)SCC(=O)c1cccc(OC)c1	0.95	0	0	-7	5	-3	5	1
CC(C)n1nnnc1SCC(=O)Nc1ccc2c(c1)OCCO2	1.1	.	.	.	5	-5	-5	1.1
C=CCNC(=O)c1ccc(-c2cccc([N+](=O)[O-])c2)o1	1	-3	2	14	2	-8	0	1.1
CCOc1ccc(C(=O)Nc2ccccc2-c2ccccc2)cc1Cl	0.94	13	45*	0	-1	27	6	0.73
CCOC(=O)CNC(=O)CSc1nnc(-c2ccco2)n1N	1.1	4	1	-4	-5	-9	-8	1.1
C#CCOCCOCCOCCNc1nc(N2CCN(C(=O)C([C@@H](C)CC)n3cc(C(N)CC(C)C)nn3)CC2)nc(N2CCN(C(=O)[C@H](CCC(=O)O)n3cc(C(N)Cc4ccc(O)cc4)nn3)CC2)n1 (stereo not given in full)	1	1	-3	-7	-4	0	-2	1
Cc1ccc(O)c(NC(=O)C2CCCN2C(=O)OCc2ccccc2)c1 (stereo not given)	0.95	-3	-4	-3	-6	-4	5	1
Cc1nonc1NC(=O)CSc1nc2ccc(Cl)cc2[nH]1	0.8	-1	-14	3	-1	-27	20	1.3
Cc1ccnc(NC(=O)Nc2ccc3c(c2)OCO3)c1	1	21	-8	-15	-3	10	-1	0.9
Cn1cc(C=O)c2ccccc21	1.1	0	-3	-5	0	-11	-15	1.1
CCOC(=O)c1c(NC(=O)COC(=O)CC(NC(C)=O)c2ccccc2)sc(C(=O)NC)c1C (stereo not given)	0.96	4	-10	-3	-1	5	4	0.95
CCOC(=O)C1CCCN(C(=O)c2cn(CC)c(=O)c3cc(OC)c(OC)cc23)C1 (stereo not given)	0.9	4	-1	4	1	6	10	0.94
COCCCN1C(=O)/C(=C\c2cccs2)C(C(=O)OC)=C1C	1	11	1	-4	-6	3	-3	0.97
COc1ccc2[nH]c(C(=O)N(C)Cc3ccccc3)c(C)c2c1	1	-2	2	-2	-3	-12	-2	1.1
CC(Sc1nnc(-c2ccco2)o1)C(=O)NCCC1=CCCCC1 (stereo not given)	1.1	-4	0	-2	2	0	-7	1
Cc1cc(C)cc(N2C(=O)CC(n3nc(C)cc3C)C2=O)c1 (stereo not given)	1	-3	-11	-2	1	17	-1	0.83
Cn1c(=O)c2c(nc(N3CCCCC3)n2C)n(C)c1=O	0.97	-5	7	-3	-8	2	2	0.98
CC(C)(C)C(=O)Cn1c(=N)n(Cc2ccccc2)c2ccccc21	1.1	-1	2	1	2	-3	-11	1
COc1ccc(CC(=O)n2c(CC#N)nc3ccccc32)cc1OC	0.98	-40	-14	-3	4	-6	2	1.1
CC(C)CC1NC(=O)c2ccc(Cl)cc2-n2c1nc1cc(F)ccc1c2=O (stereo not given)	1	.	.	.	-3	6	-2	0.94
CCNC(=S)Nc1cc(OC)c(NC(=O)c2ccco2)cc1OC	1	20	-9	-11	-3	-4	-1	1
CC(c1ccco1)N(C(=O)C12CC3CC(CC(C3)C1)C2)c1ccccn1 (stereo not given)	0.94	0	-7	-3	-1	-15	6	1.1
CC1Sc2ccc(S(=O)(=O)CCC(=O)N(C)Cc3ccco3)cc2NC1=O (stereo not given)	0.95	11	-4	-3	-1	8	4	0.92
CCC(C(=O)NC1CCCC1)n1nc(C)n2c(cc3occc32)c1=O (stereo not given)	1	2	9	-7	-4	-5	-1	1
C/C(=N/O)c1ccc2c(c1)OCCOCCOc1cc(/C(C)=N/O)ccc1OCCOCCO2	0.96	-3	-15	-3	5	7	4	0.93
O=C(O)c1cn(Cc2ccccc2)c2ccccc2c1=O	0.99	4	0	-16	5	3	1	0.97
COc1cc(C(=O)Nc2ccc3c(c2)CCN3C(C)=O)cc(OC)c1OC	1	-10	-6	-3	3	-8	-3	1.1
